From PubChem
FN deposit inh – fibronectin deposition inhibition. AH1F fibroblasts, Alexa488-fibronectin deposition fluorescence, overnight. AID 743247. hit rate 0.086% among 350,000. inhibition, % at 12.6 µM;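 active = mean inhibition across replicates of 30% or more, regardless of how many single replicates reach that level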;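 also: positive control wells lacked labelled fibronectin entirely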
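Test system: AH1F fibroblast monolayer depositing Alexa488-labelled fibronectin into matrix. Input: 10000 cells per well. Technique: fluorescence, ex 485 nm, em 525 nm. Buffer or medium: DMEM plus 2% serum, read in PBS. Timing: 1 h cell adhesion before compound, then overnight fibronectin incubation. Compound: single dose, pinned. Read-out basis: inhibition from reduced deposited-fibronectin fluorescence.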
PAX8 inh HTS – lowers PAX8-driven luciferase in RMG-I cells. RMG-I TPO-luciferase reporter, SteadyGlo, 24 h. inhibition, % at 12.6 µM. hit rate 1.2% among 360,000;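 active = mean replicate inhibition at least 60% with every replicate also reaching 60%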;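 also: luciferase light reporting Pax8 driven TPO promoter activity; plate controls were median of neutral control wells for no effect and mitoxantrone controls for full effect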
Cneo AK release – Cryptococcus neoformans lysis via adenylate kinase release; C. neoformans lysis, adenylate kinase release luminescence, 4 h; normalised: neutral wells 0, clomiphene wells 100; lysis activity, % at 15 µM; hit rate 0.2% among 360,000;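 active = mean lysis activity across replicates of at least 80%, whatever share of replicates individually reach that level; inactive = mean lysis activity below 80%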
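read-out = cell lysis signal | test system = log-phase Cryptococcus neoformans yeast cells | input = cells at 5 × 10^6 per mL | medium = fresh YPD growth medium | signal = luminescent adenylate kinase detection reagent | timing = 4 h at 37 °C static, read 1 h later | dosing = single dose | controls = Clomiphene as positive lysis control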
Casp6 inh – inhibitors of human caspase-6; purified caspase-6, Z-VEID-R110 cleavage fluorescence; inhibition, % at 12.5 µM; hit rate 0.53% among 350,000; AID 686996;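 active = mean inhibition across replicates at least about 35%, with every replicate also reaching that limit, limit read from the data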;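 also: 0% = median of neutral control wells and 100% = no fluorescence left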
Target sequence (P55212 24-179 limits assumed): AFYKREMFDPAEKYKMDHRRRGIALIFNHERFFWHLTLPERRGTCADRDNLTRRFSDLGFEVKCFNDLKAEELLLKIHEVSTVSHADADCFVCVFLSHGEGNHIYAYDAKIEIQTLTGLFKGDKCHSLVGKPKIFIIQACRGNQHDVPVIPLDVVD
Target sequence (P55212 194-293 limits assumed): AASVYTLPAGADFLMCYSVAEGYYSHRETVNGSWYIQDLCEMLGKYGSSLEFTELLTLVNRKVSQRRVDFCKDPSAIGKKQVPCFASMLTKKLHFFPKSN
miR122 inh – blocks miR-122 activity in Huh7 sensor cells | hit rate 0.3% among 340,000 | Huh7 miR-122 Renilla luciferase sensor, 48 h; neutral wells = 0, positive control = 100 | activation (reporter increase), % at 12.5 µM;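 active = mean replicate activation score at least 90 and every replicate individually at or above 90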;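 also: higher luciferase means less miR-122 activity so hits act as miR-122 inhibitors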
LGR2 inh – inhibitors of bursicon-induced Drosophila LGR2 receptor cAMP signaling. HEK293 LGR2, CRE-luciferase, bursicon-stimulated, 4 h. inhibition, % at 9.99 µM. hit rate 0.35% among 380,000. AID 720647;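 active = drop in luminescence signal, shown as inhibition above about 50% in the replicate tests, limit read from the data, passing the limit was not always enough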;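 also: agonist challenge used bursicon conditioned medium at about half maximal strength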
PGC1a acetyl inh – lowers PGC1a acetylation signal in U2OS cells. AlphaScreen anti-acetyl-lysine; with virally co-expressed GCN5 acetyltransferase. inhibition, % at 15.6 µM. hit rate 0.17% among 350,000. AID 651687;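 active = every replicate shows inhibition of at least 40%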;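 also: 0% = neutral control wells and 100% = positive control wells; some results beyond the cut were filed as inactive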
EWS-Fli block – inhibitors of EWS/Fli oncoprotein transcriptional activity; A673 NR0B1-luciferase reporter, viability-normalised; hit rate 0.67% among 350,000; inhibition, % at 12.6 µM;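 active = mean inhibition of at least 50% after viability correction, with every replicate also passing that limit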;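 also: firefly luciferase signal divided by Alamar Blue viability fluorescence both relative to DMSO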
* hit, by the source's call; . = not tested or not shown; [ ] = another dose, or the depositor's remark. Compounds as they come. Share with any hit: about 2.5%.

SMILES	FN deposit inh	PAX8 inh HTS	Cneo AK release	Casp6 inh	miR122 inh	LGR2 inh	PGC1a acetyl inh	EWS-Fli block
CN1CC(=O)N(CC(=O)Nc2cc(Cl)cc(Cl)c2)C1=O	-1	1	.	-3	.	13	.	3
COC(=O)c1cccc(CN2C(=O)C(C)Oc3ccc(C)cc32)c1 (stereo unspecified)	-2	12	-1	2	4	5	-5	-9
O=C(Cn1nnc2ccccc21)NNC(=S)NC1CCCCC1	17	3	1	-3	-2	-8	-4	-4
COc1ccc2cc(C(N)=O)c(=Nc3ccccc3)oc2c1	3	-186	.	-4	.	-63	.	-33
CNC[C@H]1Oc2ccc(NS(=O)(=O)c3ccc(OC)cc3)cc2CC(=O)N([C@@H](C)CO)C[C@@H]1C	.	-2	-4	0	-3[16.7 µM]	7	0	1
Cc1ccc(NS(=O)(=O)c2ccc3c(c2)NC(=O)CC(=O)N3)cc1C	16	-3	.	1	.	8	.	-6
O=C1CCC(=O)O1	.	.	-5	1	1	8	-9	-7
COc1ccc(F)cc1S(=O)(=O)Nc1ccc2c(c1)OCCO2	4	3	-1	-3	74	-3	0	-2
Cc1ccc(S(=O)(=O)N=Nc2c(O)[nH]c3ccccc23)cc1C	4	11	1	.	0	.	.	.
CCOc1ccccc1C(=O)Nc1ccc2nc3n(c(=O)c2c1)CCCCC3	-5	-10	2	7	4	17	4	.
C=CCn1c(SCC(=O)N(C)C2CCS(=O)(=O)C2)nnc1-c1ccccc1 (stereo unspecified)	0	-10	.	5	0	17	12	0
Cc1cnn2c(C3CC3)ccnc12	.	-19	.	.	5	6	15	-3
CCN(CC)C(=O)C1CCN(S(=O)(=O)c2ccc3oc4ccccc4c3c2)CC1	.	.	-1	-1	12	3	-2	14
C[C@@H]1CN([C@H](C)CO)C(=O)c2cc(NC(=O)c3ccncc3)ccc2O[C@@H](C)CCCCO[C@H]1CN(C)S(=O)(=O)c1cccs1	-10	-18	-4	0	3[16.7 µM]	-7	10	-3
O=C(CCC(=O)N1CCOc2ccccc21)Nc1ccc(F)cc1F	-5	-8	-1	-1	-1	13	1	1
CCCN1C[C@@H](C)[C@@H](OC)CN(C)C(=O)c2cc(NS(=O)(=O)c3cn(C)cn3)ccc2OC[C@H]1C	-1	6	-3	10	.	7	3	-6
Cc1noc(C)c1S(=O)(=O)Nc1ccc2c(c1)C(=O)N([C@H](C)CO)C[C@H](C)[C@@H](CN(C)C(=O)Nc1ccccc1)OCCCC[C@H](C)O2	4	5	-5	-1	-7[16.7 µM]	-5	-6	-27
Cc1cc(C)nc(NC(=O)CCC2CCCC2)c1	-14	-17	-7	.	8	.	.	.
Cc1nn(C(C)C(=O)NNC(=S)Nc2ccc(Cl)cc2)c(C)c1[N+](=O)[O-] (stereo unspecified)	-8	.	2	.	2	-9	14	.
C[C@H](CO)N1C[C@H](C)[C@H](CN(C)CC2CC2)OCCCC[C@H](C)Oc2ccc(NS(=O)(=O)c3ccc(Cl)cc3)cc2C1=O	.	0	2	0	-1[16.7 µM]	13	-1	-106
FC(F)Oc1ccccc1NC(=S)Nc1cccnc1	-6	6	.	-5	.	18	.	8
CCN1CCN(c2ccc(NC(=O)CC3OC(=O)c4ccccc43)cc2C)CC1 (stereo unspecified)	.	-63	-1	-7	-3	-26	31	-42
CC(=O)N1[C@@H](CO)[C@@H](c2ccccc2)[C@@H]1CN(C(=O)c1cccc(F)c1)C(C)C	-16	13	-2	-3	-7[16.7 µM]	-2	-2	4
CCCN1CCN(S(=O)(=O)c2cn(C)nc2C)CC1	10	6	-5	-39	1	1	-4	-9
COC(=O)CCC(=O)OC1(C)C(=O)C=C2C=C(C3CC3)N(Cc3ccco3)C=C2C1=O (stereo unspecified)	3	5	-2	14	-3	-1	19	-7
COc1ccc(CNC(=O)c2cccc(N3CCCC3=O)c2)cc1	-5	18	1	.	-1	.	4	.
CCOC(=O)c1cc(-c2ccc(F)cc2)n(CC(=O)NC(C)CC)c1C (stereo unspecified)	-11	8	.	-2	.	1	.	-14
O=C(Nc1ccc(Br)cc1)Nc1ccccc1F	-9	-136	-5	-2	4	-116	2	-99
Cc1cc(C)c(S(=O)(=O)N2CCCC(C(=O)N3CCCC3)C2)c(C)c1 (stereo unspecified)	4	.	-1	0	.	7	-4	3
CCC(=O)NC(=S)N1CCN(c2ccc([N+](=O)[O-])cc2Cl)CC1	-12	.	1	.	.	3	5	.
COCCCN(C(=S)Nc1c(C)cc(C)cc1C)C(C)c1ccccn1 (stereo unspecified)	2	-5	.	3	-6	-8	-2	2
CC(C)NC(=O)Nc1cccc2c1O[C@H](CN(C)C(=O)Nc1ccccc1)[C@H](C)CN([C@@H](C)CO)C2=O	-6	-19	5	0	-9[16.7 µM]	2	10	-3
COc1ccc(CCNC(=O)C2CCN(S(=O)(=O)N3CCC4(CC3)OCCO4)CC2)cc1OC	0	1	3	.	-7	3	10	.
O=C(c1ccc(C(F)(F)F)cc1)C1CCCN(C(=O)CN2C(=O)CSC2=O)C1 (stereo unspecified)	.	-46	-1	-2	1	-4	.	-31
CN(C)S(=O)(=O)Oc1ccc(C(=O)Nc2ccc([N+](=O)[O-])cc2)cc1	-6	11	0	19	0	13	.	-2
CN(C)c1nc(N)nc(/C(C#N)=C/C2CC3C=CC2C3)n1 (stereo unspecified)	2	9	2	.	0	.	-8	.
CCC/C(=C1/c2ccccc2C(=O)N1c1ccccc1)c1c(C)noc1C	-3	-7	.	-2	.	-9	.	2
COc1cc(C(=O)NC(=S)N(C)Cc2ccccc2)cc(OC)c1OC	11	-3	0	2	0	5	6	13
CC(=O)N1CC2(CC(c3ccccc3F)=NO2)CN1c1ccc(Cl)cc1 (stereo unspecified)	-3	-85	.	6	-6	-72	-5	-71
Cc1ccc(C)c(-c2nnc(NC(=O)CCS(=O)(=O)c3ccccc3)o2)c1	1	0	.	4	.	-9	.	-12

Entries of single compounds, quoted from the list.
Cc1ccc(NS(=O)(=O)c2ccc3c(c2)NC(=O)CC(=O)N3)cc1C is listed as FN deposit inh: 16; PAX8 inh HTS: -3; Cneo AK release: .; Casp6 inh: 1; miR122 inh: .; LGR2 inh: 8; PGC1a acetyl inh: .; EWS-Fli block: -6
Cc1ccc(C)c(-c2nnc(NC(=O)CCS(=O)(=O)c3ccccc3)o2)c1 is listed as FN deposit inh: 1; PAX8 inh HTS: 0; Cneo AK release: .; Casp6 inh: 4; miR122 inh: .; LGR2 inh: -9; PGC1a acetyl inh: .; EWS-Fli block: -12

Copied from the list:
Casp6 inh, `Cc1ccc(C)c(-c2nnc(NC(=O)CCS(=O)(=O)c3ccccc3)o2)c1` = 4
PAX8 inh HTS, `FC(F)Oc1ccccc1NC(=S)Nc1cccnc1` = 6
LGR2 inh, `CC(C)NC(=O)Nc1cccc2c1O[C@H](CN(C)C(=O)Nc1ccccc1)[C@H](C)CN([C@@H](C)CO)C2=O` = 2
EWS-Fli block, `O=C(Nc1ccc(Br)cc1)Nc1ccccc1F` = -99
Casp6 inh, `O=C(c1ccc(C(F)(F)F)cc1)C1CCCN(C(=O)CN2C(=O)CSC2=O)C1` (stereo unspecified) = -2
Cneo AK release, `CN(C)S(=O)(=O)Oc1ccc(C(=O)Nc2ccc([N+](=O)[O-])cc2)cc1` = 0
EWS-Fli block, `CCCN1CCN(S(=O)(=O)c2cn(C)nc2C)CC1` = -9

Other structures follow.
SMILES	FN deposit inh	PAX8 inh HTS	Cneo AK release	Casp6 inh	miR122 inh	LGR2 inh	PGC1a acetyl inh	EWS-Fli block
C[C@H](CO)N1C[C@H](C)[C@@H](CN(C)C(=O)Cc2ccncc2)Oc2cc(C#CC3CCCC3)ccc2S1(=O)=O	-20	16	-10	-2	26[16.7 µM]	6	-1	13
C[C@H]1CN([C@@H](C)CO)C(=O)c2cccc(NC(=O)Nc3ccccc3)c2O[C@H]1CN(C)Cc1ccc(C(F)(F)F)cc1	.	31	4	1	33[16.7 µM]	6	.	2
O=C(c1ccncc1)N1CCCCN2[C@H](CO)[C@H](c3ccc(C#Cc4ccccn4)cc3)[C@@H]2C1	.	4	1	2	-1[16.7 µM]	5	3	2
O=C(NNC(=O)c1cccc(S(=O)(=O)N2CCCCC2)c1)c1ccccc1	-1	4	-1	13	-2	-5	36	1
CCOc1ccccc1CNC(=O)c1ccc2c(c1)N(CC)CCS2	10	-13	4	-1	11	.	-13	-6
CN(C)N1C(=O)CC(N2CCCCC2)C1=O (stereo unspecified)	-2	-6	-2	0	-4	-3	.	20
CO[C@@H](CN(C)S(=O)(=O)c1cccc(Cl)c1)[C@H](C)CN(C(=O)Nc1ccccc1F)[C@@H](C)CO	5	.	19	4	.	-18	3	-15
Cn1cc(Cl)c(C(=O)OCC(=O)Nc2cccc(Cl)c2)n1	2	5	0	-3	4	-9	.	4
COc1cc(C(=O)C(=O)N2CCC(Cc3ccccc3)CC2)cc2ccccc12	4	-7	.	-3	.	1	.	-6
COc1ccc(OC2CCN(S(=O)(=O)c3ccc(F)cc3)CC2)cc1	18	10	-4	7	35	0	-9	6
COc1cc2c(cc1OC)CN(C(C)C(=O)Nc1cccc(S(=O)(=O)N3CCOCC3)c1)CC2 (stereo unspecified)	.	-9	.	-1	.	9	.	8
CCOCCCNC(=O)c1cccc(NC(=O)C2=C(C)OCCS2)c1	-1	-16	0	.	.	-16	6	2
CC(=O)NCCC(=O)Nc1cccc(S(=O)(=O)N(C)c2ccccc2)c1	-2	11	0	.	-1	26	-5	.
CC1=C(C(=O)Nc2ccccc2)C(c2ccc(C)o2)n2c(s/c(=C\c3ccco3)c2=O)=N1 (stereo unspecified)	-3	17	0	.	-5	.	3	.
Cc1cc(C)c(NC(=O)CS(=O)CC(=O)Nc2ccc(-n3cnnn3)c(C)c2)c(C)c1 (stereo unspecified)	4	0	-3	3	.	3	.	5
CC1(C(=O)NCc2cccc3ccccc23)CCN1C(=O)C1(c2ccccc2)CCCC1 (stereo unspecified)	-7	13	0	0	-3	9	2	4
O=C(Nc1ccc(N2CCOCC2)cc1)c1ccc(Br)o1	2	-41	-18	6	-5	4	.	0
COc1ccc(OCC(=O)Nc2ccc3c(c2)nc(CCN2CCC(C)CC2)n3C)cc1	-2	15	.	-9	.	-8	.	-4
Nc1ccn(C2OC(COC(=O)C34CC5CC(CC(C5)C3)C4)C(O)C2O)c(=O)n1 (stereo unspecified)	.	11	.	-1	5	-17	13	14
Cc1ccc(F)cc1NC(=O)CSCc1c(C)noc1C	-17	6	-1	-4	1	0	10	0
CN(CCOc1ccccc1)CC(=O)Nc1ccc(Br)cc1F	7	12	1	1	.	3	.	0
CCOc1cc(/C=C2\CN(CC)C/C(=C\c3ccc(O)c(OCC)c3)C2=O)ccc1O	1	13	0	0	-36	69*	24	61*
COc1ccc(Cl)cc1-c1cc(C(=O)Nc2ccccc2)[nH]n1	13	-133	4	-1	0	-32	-19	3
CCCN(Cc1nnc(-c2cccs2)o1)C(=O)CN1C(=O)NC2(CCCCC2C)C1=O (stereo unspecified)	0	-36	0	1	0	-5	-6	-1
CC1CCC(NS(=O)(=O)c2ccc3c(c2)CC(=O)N3)CC1 (stereo unspecified)	8	19	0	3	13	8	-8	.
O=C(N/N=C/c1ccoc1)c1cccc([N+](=O)[O-])c1	.	3	-3	12	4	-8	-7	0
CSc1ccccc1C(=O)Nc1cc([N+](=O)[O-])ccc1C	-5	7	6	1	9	4	46	-2
C=CCn1cc(-c2cccc(Cl)c2)cc(C#N)c1=O	.	.	0	.	-1	-10	-2	.
COc1ccc(Cn2c(=O)sc3ccccc3c2=O)cc1	10	-12	.	1	1	-5	6	-22
COc1cc(/C=N/NC(=O)Cn2nnc3ccccc32)ccc1O	6	-16	.	2	.	-45	.	5
